Compound activity: PubChem, several laboratories
Efflux pump mplx – inhibitors of Candida antifungal efflux pumps expressed in yeast | S. cerevisiae Candida pump triplex, Nile Red efflux | inhibition, % at 10 µM | 0.44% of 330,000 active | AID 485275;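 active = plate passing quality check with inhibition over a set limit, or well fluorescence over plate mean plus 4 SD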;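 note: Nile Red retained in pooled yeast measured as flow cytometry median fluorescence; 0% = buffer negative control and 100% = Enniatin B positive control; higher means more Nile Red kept so more efflux inhibition; some compounds called inactive have numbers as strong as hits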
Yeast superoxide – yeast age-related superoxide inhibition as caloric restriction mimetic | AID 2690 | S. cerevisiae aged cells, superoxide DHE fluorescence; stronger effect = lower value | superoxide response (% of plate mean), % at 10 µM | 0.18% of 330,000 active;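 active = superoxide response under a set limit, about three screen SD below normal, cut at about 65% in these data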;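 note: yeast aged for seven days with compound at 30 °C before DHE staining; 100% = average MFI of all compound-treated wells on the plate with controls excluded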
Fam108B inh – counter-screen for RBBP9 inhibitors: inhibitors of mouse Fam108B; inhibition, % at 9.51 µM; 0.33% of 300,000 active; recombinant Fam108B, FP-Rh probe fluorescence polarization;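 active = inhibition above the screen mean inhibition plus 3 SD, computed separately per campaign, cut at about 18% in these data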;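 note: inhibitors lower polarization as less probe binds the enzyme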
MCL1-BIM inh – MCL1-BIM-BH3 interaction inhibition (human); Q07820; GST-MCL1 / FITC-Bim-BH3 fluorescence polarization; inhibition, % at 10.9 µM; 0.68% of 320,000 active; AID 2057;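 active = inhibition above the mean inhibition of all tested compounds plus 3 SD, set per campaign, cut at about 40% in these data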;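 note: 0% = DMSO wells and 100% = unlabeled Bim-BH3 peptide control; higher means more loss of mP so more displacement of Bim peptide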
EBNA-1 inh – blocks EBNA-1 binding to DNA; EBNA-1 DNA binding, fluorescence polarization; 0.34% of 300,000 active; inhibition, % at 14.8 µM; AID 1950; in the data active = inhibition above about 28%
GLD-1 RNA inh – GLD-1-TGE RNA interaction inhibition (C. elegans); 0.44% of 320,000 active; Q17339; inhibition, % at 5.96 µM; purified GLD-1 + fluorescein TGE RNA, fluorescence polarization;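 active = percent inhibition above a per-plate cutoff, the plate mean of test compounds plus 3 SD, cut at about 30% in these data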;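 note: 0% = DMSO wells with GLD-1 and probe and 100% = wells lacking GLD-1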
ZTA DNA inh – ZTA (EBV) inhibition in EBNA-1 counter-screen | ZTA-DNA binding, fluorescence polarization | inhibition, % at 11 µM | AID 2234 | 0.15% of 320,000 active | P03206; in the data active = inhibition above about 33%
Target sequence (P03206 whole entry, looked up): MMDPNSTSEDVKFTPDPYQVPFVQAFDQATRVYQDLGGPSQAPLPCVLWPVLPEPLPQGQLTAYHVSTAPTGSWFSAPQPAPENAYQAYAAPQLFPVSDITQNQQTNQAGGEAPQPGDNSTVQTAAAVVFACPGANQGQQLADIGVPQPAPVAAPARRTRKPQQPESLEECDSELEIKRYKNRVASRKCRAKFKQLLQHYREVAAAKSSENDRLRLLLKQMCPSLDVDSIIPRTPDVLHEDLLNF
Bcl-xL primary – inhibitors of human Bcl-xL. Q07817. GST-Bcl-xL / FITC-Bim BH3 peptide fluorescence polarization. inhibition, % at 10.9 µM. 0.7% of 320,000 active. AID 2129;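 active = inhibition above the mean of all tested compounds plus 3 SD, cutoff set per campaign, cut at about 30% in these data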;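 note: 0% = DMSO wells and 100% = unlabeled Bim-BH3 peptide competitor; inhibitors lower millipolarization by displacing the labeled peptide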
Target sequence (Q07817 whole entry, looked up): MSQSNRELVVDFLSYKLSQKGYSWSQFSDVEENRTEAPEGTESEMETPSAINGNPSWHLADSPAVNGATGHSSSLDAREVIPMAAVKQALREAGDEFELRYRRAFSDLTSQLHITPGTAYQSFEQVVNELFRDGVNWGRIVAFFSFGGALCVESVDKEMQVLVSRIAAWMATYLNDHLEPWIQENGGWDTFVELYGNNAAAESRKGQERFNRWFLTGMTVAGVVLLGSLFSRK
MEX-5 binding – C. elegans MEX-5 TCR-2 RNA binding activity. MEX-5/FITC-TCR2 RNA binding, fluorescence polarization; stronger effect = lower value. activity score (negative = inhibition of binding), % at 10 µM. Q9XUB2. 0.38% of 300,000 active;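 active = inhibition past about -25% in most replicates, and total fluorescence under double the plate's negative control median, limit read from the data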;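 note: 0% = DMSO and -100% = 5 µM competing unlabeled TCR2 RNA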
Target sequence (Q9XUB2 whole entry, looked up): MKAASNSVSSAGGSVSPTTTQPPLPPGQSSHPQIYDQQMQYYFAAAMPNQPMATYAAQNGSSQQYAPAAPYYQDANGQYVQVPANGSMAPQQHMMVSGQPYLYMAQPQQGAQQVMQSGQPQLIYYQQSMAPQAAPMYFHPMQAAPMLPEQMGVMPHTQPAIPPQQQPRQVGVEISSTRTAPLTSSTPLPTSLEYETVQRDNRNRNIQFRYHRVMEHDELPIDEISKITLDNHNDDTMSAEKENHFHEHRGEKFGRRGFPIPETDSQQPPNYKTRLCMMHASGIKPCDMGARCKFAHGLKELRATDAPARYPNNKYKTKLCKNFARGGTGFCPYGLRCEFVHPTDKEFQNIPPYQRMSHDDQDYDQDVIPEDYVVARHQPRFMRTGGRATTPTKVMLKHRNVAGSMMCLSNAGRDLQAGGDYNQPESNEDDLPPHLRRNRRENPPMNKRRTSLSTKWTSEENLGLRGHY
Numbers without * were called inactive; nt = not tested or not shown.

Letter code: A = Efflux pump mplx; B = Yeast superoxide; C = Fam108B inh; D = MCL1-BIM inh; E = EBNA-1 inh; F = GLD-1 RNA inh; G = ZTA DNA inh; H = Bcl-xL primary; I = MEX-5 binding
> CC(=O)Nc1ccc(C(=O)Nc2nc(-c3ccccn3)cs2)cc1
  A = 0.3 | B = 88 | C = 3 | D = 1 | E = -11 | F = 0 | G = -8 | H = -1 | I = 2.6
> COc1ccc(Nc2c(-c3ccco3)nc3cccc(C)n23)cc1
  A = 0.1 | B = 85 | C = -1 | D = 4 | E = 1 | F = 4 | G = 12 | H = 5 | I = -2.3
> CC1(C)C2CCC1(CS(=O)(=O)NC1CCCC1)C(=O)C2 (centres undefined)
  A = 0.1 | B = 110 | C = 3 | D = 2 | E = -7 | F = 2 | G = 5 | H = 2 | I = -2.6
> Cc1ccc(C(=O)CSc2ccccn2)cc1
  A = 0.2 | B = 95 | C = -3 | D = 3 | E = -3 | F = -1 | G = 8 | H = 7 | I = 0.5
> CCN(CC)CCCn1c2c(c(SCC(=O)Nc3nc4ccccc4s3)nc1=O)CCC2
  A = 0.0 | B = 105 | C = 2 | D = 7 | E = 7 | F = -1 | G = -1 | H = 4 | I = 0.1
> O=C1c2cccc(OCC(=O)N3CCCc4ccccc43)c2CCN1Cc1cccnc1
  A = 0.1 | B = 104 | C = 0 | D = 8 | E = -5 | F = -5 | G = 4 | H = 6 | I = 0.7
> C/C(=N\NC(=O)c1nc2ccccn2c1C)c1cccc([N+](=O)[O-])c1
  A = -0.1 | B = 98 | C = 0 | D = -1 | E = 12 | F = 1 | G = 5 | H = 0 | I = 0.8
> CC(=O)c1cccc(OCc2cc(C(=O)N(C)CCc3ccccn3)no2)c1
  A = -0.1 | B = 92 | C = 0 | D = 3 | E = 8 | F = -4 | G = 6 | H = 8 | I = -0.3
> O=C(NCC1OCCCN1S(=O)(=O)c1cc(F)ccc1F)C(=O)NC1CCCC1 (centres undefined)
  A = 0.1 | B = 103 | C = 0 | D = -5 | E = -3 | F = 1 | G = 17 | H = -1 | I = -3.2
> CCC(=O)N1CC2(c3ccccc3)CN(C(=O)CC)CC(c3ccccc3)(C1)C2=O
  A = 0.3 | B = 96 | C = 2 | D = -5 | E = 2 | F = 0 | G = 2 | H = -5 | I = 0.7
> CCNC(=S)N1CCCCC1CO (centres undefined)
  A = -0.1 | B = 87 | C = -2 | D = 2 | E = 3 | F = 8 | G = -11 | H = 7 | I = -1.4
> COc1ccc(-c2cn3c(C)c(C(=O)N4CCCc5ccccc54)sc3n2)cc1
  A = -0.1 | B = 108 | C = -1 | D = -1 | E = -6 | F = 3 | G = 5 | H = 5 | I = -1.9
> CCCCn1c(-c2ccc(OC)cc2)nc2c(=O)n(C)c(=O)[nH]c21
  A = -0.1 | B = 111 | C = 1 | D = 7 | E = 10 | F = 1 | G = 14 | H = 5 | I = -0.3
> CN(c1ccc(OCC(=O)N2CCCC2)cc1)S(=O)(=O)c1ccc(Cl)cc1
  A = 0.1 | B = 89 | C = nt | D = 5 | E = nt | F = 2 | G = 22 | H = 3 | I = nt
> CCN(CC(=O)Nc1ccc(OC)cc1)C(=O)Cc1coc2cc(C)c(C)cc12
  A = -0.1 | B = 94 | C = nt | D = -8 | E = nt | F = 17 | G = -22 | H = 1 | I = nt
> COc1cccc(NC(=O)N2CCN(c3nc(-c4cccc(OC)c4)cs3)CC2)c1
  A = -0.1 | B = 112 | C = -6 | D = 5 | E = -16 | F = -1 | G = -10 | H = 6 | I = nt
> Cc1ccc2cc3c(N)[nH]nc3nc2c1
  A = -0.1 | B = 106 | C = 0 | D = 11 | E = 2 | F = 6 | G = -5 | H = 7 | I = -2.4
> O=C(N/N=C/c1cccc(Cl)c1Cl)Nc1ccccc1
  A = -0.2 | B = 100 | C = -2 | D = 6 | E = -4 | F = 8 | G = -7 | H = 0 | I = 0.7
> CCN1C(=O)C(CC(=O)Nc2ccc(Cl)cc2)N(NC(=O)c2ccncc2)C1=S (centres undefined)
  A = 0.1 | B = 94 | C = -4 | D = 0 | E = -6 | F = 0 | G = 1 | H = -4 | I = 0.2
> Cc1ccc(CNC(=O)C2CCN(S(=O)(=O)c3cnc[nH]3)CC2)cc1
  A = 0.0 | B = 82 | C = 8 | D = -3 | E = -2 | F = 2 | G = -8 | H = 3 | I = 1.3
> Cc1ccc(S(=O)(=O)N2CCCCC2)cc1NC(=O)CN1C(=O)CN(C)C1=O
  A = 0.1 | B = 91 | C = 1 | D = -5 | E = 4 | F = -1 | G = 4 | H = 0 | I = -2.0
> CCOC(=O)C1(CC2CC2)CCN(Cc2cnc(-c3ccccc3C)nc2)CC1
  A = -0.1 | B = 85 | C = -2 | D = 1 | E = 9 | F = 4 | G = 15 | H = 3 | I = -0.5
> O=C(Nc1nnc(-c2ccco2)o1)C1CCCCC1
  A = -0.1 | B = 105 | C = 1 | D = 1 | E = 5 | F = -1 | G = 2 | H = 1 | I = -0.3
> COc1cc(OC)cc(-c2cc3nc(C)c(CCC(=O)NC(C)CCc4ccco4)c(C)n3n2)c1 (centres undefined)
  A = -0.1 | B = 99 | C = -1 | D = 3 | E = 11 | F = 12 | G = 6 | H = 6 | I = 1.6
> CCc1ccc(NC(=O)CN(c2ccccc2)S(=O)(=O)N(C)C)cc1
  A = 0.0 | B = 101 | C = 2 | D = 9 | E = -3 | F = -6 | G = -14 | H = -4 | I = 0.8

2 of the compounds above, with tabs.
SMILES	Efflux pump mplx	Yeast superoxide	Fam108B inh	MCL1-BIM inh	EBNA-1 inh	GLD-1 RNA inh	ZTA DNA inh	Bcl-xL primary	MEX-5 binding
O=C(Nc1nnc(-c2ccco2)o1)C1CCCCC1	-0.1	105	1	1	5	-1	2	1	-0.3
COc1cc(OC)cc(-c2cc3nc(C)c(CCC(=O)NC(C)CCc4ccco4)c(C)n3n2)c1 (centres undefined)	-0.1	99	-1	3	11	12	6	6	1.6

Other compounds.
Order of values – Efflux pump mplx	Yeast superoxide	Fam108B inh	MCL1-BIM inh	EBNA-1 inh	GLD-1 RNA inh	ZTA DNA inh	Bcl-xL primary	MEX-5 binding
- Cc1ccc2[nH]c(=O)c(CN(Cc3cccs3)Cc3nnnn3Cc3ccccc3)cc2c1
  0.2	105	-13	0	2	2	9	2	1.6
- Cc1sc(NC(=O)CS(=O)(=O)c2ccccc2)c(C#N)c1C
  -0.2	100	2	-2	4	5	-3	3	2.9
- CC(C)/C=C/CN1CCN(CCCc2ccccc2)C(CCO)C1 (centres undefined)
  0.5	102	-2	9	1	-3	-4	1	-3.0
- CCCOc1ccc(/C=N/NC(=O)CN2CCCCC2)cc1
  0.0	104	-2	12	-5	5	-4	3	0.6
- O=C(CCc1nc(-c2ccccc2)no1)NCc1ccco1
  0.0	104	-4	-3	-1	-4	-5	-2	1.6
- CCOc1ccc(-c2cc(C(=O)N3CCC(C)CC3)c3ccccc3n2)cc1
  0.8	90	-3	12	-10	4	4	5	2.1
- COc1ccc(N(C(=O)COc2ccc(F)cc2)S(=O)(=O)c2ccc(C)cc2)cc1
  0.8	86	4	-5	-7	3	-3	5	1.1
- Cc1cccc(CNC(=O)Cn2ccc3cc(S(=O)(=O)N4CCCCCC4)ccc32)c1
  0.1	97	-1	3	-3	1	-14	6	1.3
- Cc1oc2c(C)c3oc(=O)c(CCC(=O)N4C[C@H]5C[C@@H](C4)c4cccc(=O)n4C5)c(C)c3cc2c1C
  -0.1	84	-1	1	-1	4	-2	1	-1.8
- CCOCCCNC(=O)C1CCN(C(=O)Nc2ccc(Cl)cc2)CC1
  0.3	88	3	6	-4	-6	1	3	-0.4
- O=C(NCCN1CCc2ccccc2C1)C1CCN(S(=O)(=O)N2CCCCC2)CC1
  -0.8	134	-6	3	-8	6	-9	1	-0.3
- NCCSC1CC(=O)N(c2ccc(F)cc2)C1=O (centres undefined)
  0.4	99	1	5	-17	1	-7	0	-0.3
- O=C(NCCS(=O)(=O)N1CCCCCC1)c1ccccc1
  0.1	99	0	-5	-9	2	12	1	0.0
- O=C(CN(C(=O)CNC(=O)c1ccco1)c1ccc2c(c1)OCCO2)NC1CCCCC1
  0.2	89	1	-1	-2	-5	3	1	-3.9
- CC1CCC(NC(=O)COC(=O)c2ccco2)CC1 (centres undefined)
  0.1	98	nt	0	nt	3	8	0	nt
- O=C(NC1CCCCC1)NC1CCN(C(=S)NCc2ccco2)CC1
  -0.2	103	11	8	2	-6	13	-4	-1.4
- O=C(C1=NN[C@@H]2C(=O)N(c3ccccc3C(F)(F)F)C(=O)[C@H]12)c1ccc2ccccc2n1
  0.0	118	-2	2	4	1	8	0	-0.1
- O=C(O)Cn1c(=S)sc2ccccc21
  -0.4	97	0	7	-7	7	-10	5	1.4
- COc1ccc(-c2cn[nH]c2-c2ccc(OC)cc2O)cc1
  0.0	105	4	2	8	3	-19	7	-0.3
- CCc1ccc(C(=O)NNC(=O)C2CSC3(C)CCC(=O)N23)cc1 (centres undefined)
  0.0	99	1	-2	-6	-5	16	0	-0.7
- O=C(Nc1ccc(N2CCN(C(=O)c3ccco3)CC2)cc1)c1cc(Br)ccc1Cl
  -0.2	101	nt	-1	nt	1	10	1	nt
- CCOC(=O)N1CCC(NC(=O)CSCc2nc(-c3cccc(OC)c3)oc2C)CC1
  0.1	107	1	-5	-1	4	0	7	-0.7
- Cc1cc(C)n(C(=O)CNc2ccc(C)c(C)c2)n1
  -0.2	83	3	0	3	3	-11	4	-4.6
- CCCCC12CN3CCN(CC(C3)/C1=N\NC(=O)Nc1ccccc1)C2
  -0.1	109	-3	0	4	-1	-8	-2	1.0
- Cc1cc(C)c2c(CN3CCN(C)CC3)cc(=O)oc2c1
  -0.1	98	-2	2	4	-4	13	2	-1.7
- Cc1[nH]n(-c2ccccc2)c(=S)c1C=Nc1cccc([N+](=O)[O-])c1
  -0.1	99	0	-12	5	5	-4	-16	-0.8
- O=C(c1cccc([N+](=O)[O-])c1)N1CCN(c2cccc(Cl)c2)CC1
  0.2	100	5	10	-6	8	6	4	-1.2

Whole records, quoted from the list. Order of values: Efflux pump mplx	Yeast superoxide	Fam108B inh	MCL1-BIM inh	EBNA-1 inh	GLD-1 RNA inh	ZTA DNA inh	Bcl-xL primary	MEX-5 binding
Cc1cc(C)n(C(=O)CNc2ccc(C)c(C)c2)n1 is entered as -0.2	83	3	0	3	3	-11	4	-4.6
O=C(NCCN1CCc2ccccc2C1)C1CCN(S(=O)(=O)N2CCCCC2)CC1 is entered as -0.8	134	-6	3	-8	6	-9	1	-0.3
Cc1ccc2[nH]c(=O)c(CN(Cc3cccs3)Cc3nnnn3Cc3ccccc3)cc2c1 is entered as 0.2	105	-13	0	2	2	9	2	1.6
CC1CCC(NC(=O)COC(=O)c2ccco2)CC1 (centres undefined) is entered as 0.1	98	nt	0	nt	3	8	0	nt
